Pol eta inh – qHTS for Inhibitors of Polymerase Eta | recombinant Pol eta, fluorescent DNA replication assay | Potency, µM (doses to about 114 µM), inactives show at the highest dose activity change, negative = inhibition, actives largely listed as inhibitors | hit rate 1.2% among 390,000; also: potency is read from the fitted curve at half-maximal effect; % is scaled to controls: 0 for no effect and ±100 for the full control effect
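Fluorescent replication assay: 50 nM final substrate added after a 15 min room-temperature compound preincubation with 10 nM enzyme. Signal taken at 0 min and again at 10 min.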
GRP78 ERSR act – qHTS for Inducers of the Endoplasmic Reticulum Stress Response (ERSR) in Human Glioma: qHTS; U87-MG GRP78 promoter luciferase reporter, 16 h; Potency, µM, without a hit: at the top dose activation, usual class: activators; hit rate 0.02% among 420,000; also: potency is read from the fitted curve at half-maximal effect; series mostly up to about 76 µM; % of control where 0% means no effect; nearly all actives have a fitted effect of over 35% in size
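Stably transfected U87-MG glioma cells carrying a GRP78-based luciferase sensor; 16 h compound incubation. Luminescence end-point read 10 min after Bright-Glo addition at room temperature.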
LDHA block – qHTS assay for inhibitors of human lactate dehydrogenase | purified LDHA, NADH/diaphorase-resazurin fluorescence; active compounds read low | activity change, % (values are at about 110 or 230 µM) | hit rate 0.15% among 480,000; in the data active = activity change below about -30%; inconclusive = mostly about -25% to -30%;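 also: plate controls were DMSO wells for no effect and wells without enzyme for full effect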
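LDH5 2 nM; NADH 0.06 mM, pyruvate 0.2 mM; 200 mM Tris pH 7.4, EDTA, Tween-20; 5 min RT. Detection: diaphorase 0.133 mg/mL + resazurin 37 µM, fluorescence ex540/em590 at 0 and 20 min; normalized to enzyme-free and DMSO wells.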
BLM helicase inh – qHTS Assay for Inhibitors of Bloom's syndrome helicase (BLM); hit rate 0.2% among 350,000; AID 2528, 2010; recombinant BLM DNA unwinding, fluorescence dequenching; Potency, µM (highest dose often 56.1 µM), without a hit: at the highest dose activity change, negative = inhibition, most hits filed as inhibitors; RecQ-like DNA helicase BLM (Homo sapiens), P54132;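 also: potency is read from the fitted curve at half-maximal effect; plate controls were vehicle for no effect and no enzyme for full effect; nearly all actives have a fitted effect of over 35% in size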
APEX1 inh – qHTS Assay for Inhibitors of the Human Apurinic/apyrimidinic Endonuclease 1 (APE1); DNA repair nuclease/redox regulator APEX1 (Homo sapiens), P27695; recombinant APE1, TAMRA/BHQ-2 abasic DNA cleavage fluorescence; Potency, µM (series often up to 65.8 µM), for the others: top-dose activity change, negative = inhibition, hits mostly inhibitors; hit rate 0.35% among 350,000;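 also: potency is read from the fitted curve at half-maximal effect; plate controls were vehicle for no effect and reference inhibitor for full effect; nearly all actives have a fitted effect of over 55% in size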
Target sequence (P27695 whole entry, looked up): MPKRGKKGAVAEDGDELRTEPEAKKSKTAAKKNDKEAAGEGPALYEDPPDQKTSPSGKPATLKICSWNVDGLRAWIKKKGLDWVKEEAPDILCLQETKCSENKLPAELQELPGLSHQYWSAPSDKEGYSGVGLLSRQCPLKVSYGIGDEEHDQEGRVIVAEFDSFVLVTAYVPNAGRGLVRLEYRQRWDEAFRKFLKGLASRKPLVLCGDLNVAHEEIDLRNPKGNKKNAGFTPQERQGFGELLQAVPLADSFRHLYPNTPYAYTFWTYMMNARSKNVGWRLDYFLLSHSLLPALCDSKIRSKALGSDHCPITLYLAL
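Compound pre-exposure to 0.75 nM APE1, 15 min at ambient temperature. Reaction initiated with 50 nM TAMRA/BHQ-2 THF substrate, read immediately in kinetic mode, 525 nm excitation, 598 nm emission.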
POLK inh – qHTS for Inhibitors of Polymerase Kappa; AID 588579, 2011; Potency, µM (top dose mostly 107 µM), without a hit: at the highest dose activity, negative = inhibition, most hits filed as inhibitors; hit rate 0.53% among 400,000; DNA polymerase kappa (Homo sapiens), Q9UBT6; purified Pol kappa, fluorescent DNA synthesis assay, 10 min; also: potency is read from the fitted curve at half-maximal effect; % is scaled to controls: 0 for no effect and ±100 for the full control effect
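Readout: fluorescence, taken kinetically at 0 and 10 min. Conditions: 10 nM Pol kappa, 15 min RT compound preincubation, 50 nM substrate final. Controls: enzyme-free buffer wells.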
Apoferritin bind – qHTS Assay for Identification of Novel General Anesthetics; Ferritin light chain (Equus caballus), P02791; apoferritin/1-aminoanthracene competitive binding, fluorescence; Potency, µM (doses to about 77.5 µM), without a hit: top-dose activity change, negative = displacement, most hits filed as inhibitors; hit rate 0.074% among 350,000; AID 485281, 2010; also: potency is read from the fitted curve at half-maximal effect; % is scaled to controls: 0 for no effect and ±100 for the full control effect; nearly all actives have a fitted effect of over 20% in size
Target sequence (P02791 2-175 limits assumed): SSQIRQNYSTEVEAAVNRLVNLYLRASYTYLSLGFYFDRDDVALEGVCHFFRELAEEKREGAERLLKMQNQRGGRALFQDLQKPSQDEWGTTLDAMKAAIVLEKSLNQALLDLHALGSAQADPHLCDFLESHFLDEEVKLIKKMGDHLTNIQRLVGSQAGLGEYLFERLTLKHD
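Probe: 1-aminoanthracene (50% saturated, PBS). Protein: horse-spleen apoferritin, 10 uM. Incubation: 10 min, room temperature. Detection: 380 nm excitation, 535 nm emission. Analysis: normalized response, four-parameter Hill.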
POLI inh – qHTS for Inhibitors of Polymerase Iota | DNA polymerase iota (Homo sapiens), Q9UNA4 | Pol iota fluorescent replication assay, 10 min | Potency, µM (highest dose often 115 µM), inactives show at the highest dose activity, negative = inhibition, most hits filed as inhibitors | hit rate 1% among 390,000 | AID 588590, 2011; also: potency is read from the fitted curve at half-maximal effect
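Fluorescent replication assay read twice, at 0 min and 10 min after adding 50 nM (final) substrate. Enzyme (10 nM) and compounds were first incubated 15 min at room temperature; enzyme-free buffer wells were negative controls.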
Pol beta inh – qHTS Assay for Inhibitors of DNA Polymerase Beta. hit rate 1.3% among 340,000. P06746. Potency, µM (highest dose often 114 µM), for inactives: at the highest dose activity change, negative = inhibition, most hits filed as inhibitors. Pol beta primer extension/strand displacement, fluorescence kinetic; also: potency is read from the fitted curve at half-maximal effect; % is scaled to controls: 0 for no effect and ±100 for the full control effect
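Homogeneous kinetic assay of primer extension and strand displacement by 10 nM Pol beta, preincubated 15 min at room temperature with compound before 50 nM substrate (final) was added. Read at 0 and 10 min; four-parameter Hill fit.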
* = called active by the depositor; ? = inconclusive; · = no result given; [ ] = remark or other dose. Unless noted, calls follow the shape of the dose curve; as a rule, active = well fitted curve in the direction sought with a large enough effect; inconclusive = small, poorly fitted or top-dose-only effect, or another doubt; inactive = no such curve, though single readings can be large; an effect the other way counts as inactive or inconclusive. This is a subset. The share of hits here may be higher or lower than overall.

The opening 3 records, ahead of the listing:
SMILES	Pol eta inh	GRP78 ERSR act	LDHA block	BLM helicase inh	APEX1 inh	POLK inh	Apoferritin bind	POLI inh	Pol beta inh
COc1ccc(Cl)cc1NC(=O)c1cc(S(=O)(=O)N2CCC(C)CC2)cn1C	-13%	-1%	-5	-1%	·	-3%[60.1 µM]	-7%	15%	0%
Cc1ccc(NC(=S)N(Cc2ccccc2)Cc2cccs2)c(C)c1	-7%	-2%	-8	-2%	6%	-11%	-5%	14%	8%
COc1ccc(NC(=O)c2c(Nc3ccccc3)sc(C(=O)c3ccc(F)cc3)c2N)cc1	-12%	-5%	-4	-6%	-4%	-7%	-7%	4%	21%

The listing, repeating the preview:
SMILES	Pol eta inh	GRP78 ERSR act	LDHA block	BLM helicase inh	APEX1 inh	POLK inh	Apoferritin bind	POLI inh	Pol beta inh
COc1ccc(Cl)cc1NC(=O)c1cc(S(=O)(=O)N2CCC(C)CC2)cn1C	-13%	-1%	-5	-1%	·	-3%[60.1 µM]	-7%	15%	0%
Cc1ccc(NC(=S)N(Cc2ccccc2)Cc2cccs2)c(C)c1	-7%	-2%	-8	-2%	6%	-11%	-5%	14%	8%
COc1ccc(NC(=O)c2c(Nc3ccccc3)sc(C(=O)c3ccc(F)cc3)c2N)cc1	-12%	-5%	-4	-6%	-4%	-7%	-7%	4%	21%
C[C@H]1CN([C@@H](C)CO)C(=O)Cc2cc(NC(=O)Cc3ccccc3)ccc2O[C@H]1CN(C)S(=O)(=O)c1cccs1	-14%	-5%	-9	·	2%	-10%	·	-5%	·
CCCCCCCCCCCC(=O)N1CC(=O)NC(=O)C1	-12%	-1%	3	0%	8%	8%	-12%	66%[activator]	-10%
Cc1cccc(OCCC(=O)Nc2ccccc2C(N)=O)c1	-13%	3%	-1	-2%	55%	3%	-6%	17%	29%
CCCCN(CC)CCNc1c(NC2CCN(C(=O)OCC)CC2)c(=O)c1=O	-5%	-1%	-1	3%	-4%	-9%	0%	20%	4%
O=[N+]([O-])c1cc([N+](=O)[O-])c(Oc2ccc(F)cc2F)cc1NN1CCCCC1	-6%	-2%	-3	-1%	-6%	-8%	-2%	13%	68%
Cc1ccccc1OCC(O)Cn1c(NCc2ccco2)nc2c1c(=O)n(C)c(=O)n2C (stereo unspecified)	-10%	-2%	0	0%	?	-12%[60.1 µM]	-22%	10%	?
CCOc1ccc(C2C(C#N)=C(C)NC3=C2C(=O)c2ccccc23)cc1 (stereo unspecified)	?	-1%	2	2%	-2%	-3%	?	10%	-1%
Cc1onc(-c2ccccc2)c1C(=O)NCCc1ccc(S(N)(=O)=O)cc1	-6%	0%	-14	2%	0%	3%	-2%	13%	31%
CCSc1ccccc1C(=O)Nc1nncs1	-6%	-6%	-4	0%	3%	-19%	10%	-7%	3%
Cc1ccc(NC(=O)C2CCCO2)c(Br)c1 (stereo unspecified)	-5%	1%	-3	·	·	-4%	·	13%	·
Cc1ccccc1C(=O)NCC(=O)OCCOc1ccc(C(C)C)c(C)c1	-11%	-2%	2	·	-16%	-7%	·	10%	·
COc1ccccc1-c1nc(NCCc2cnc[nH]2)c2ccccc2n1	·	2%	·	127%[activator]	9%	6%[60.1 µM]	·	·	·
COc1ccc(NC(=O)CCc2nnc3ccc(N4CCN(c5cccc(OC)c5)CC4)nn23)cc1	-13%	-4%	4	-3%	11%	2%	-13%	-14%	26%
CCn1c(=O)cc(OCC(=O)NCCCN2CCC(C)CC2)c2ccccc21	-10%	-1%	-1	-4%	3%	-1%	-10%	7%	90%
C=CCC1c2cccc(C(=O)O)c2C(=O)N1c1ccc(F)cc1 (stereo unspecified)	3%	-3%	1	3%	2%	-3%	-5%	?	40%
COc1ccc(C(=O)CCC(=O)O)cc1	-15%	-2%	3	-7%	-3%	5%	4%	14%	1%
CCN1C[C@@H]2[C@@H]3C(=O)N(Cc4ccccc4)C(=O)[C@@H]3[C@](CC)(C1=O)N2C(=O)c1ccc(Br)cc1	3%	0%	1	·	·	-3%	·	3%	·
CC(=O)NCc1ccc(-c2csc(NC(=O)CCc3nc4ccccc4c(=O)[nH]3)n2)s1	1%	-3%	-3	·	4%	-8%	·	65%[activator]	·
Cc1csc(NC(=O)c2ccc(Cl)nc2)n1	-12%	8%	0	-12%	1%	10%	-10%	18%	6%
CCOc1ccc2oc(-c3ccccc3)c(C(=O)N3CCN(C)CC3)c2c1	1%	-2%	2	1%	0%	-20%	-13%	4%	11%
COc1ccc(C(=O)c2c[nH]c(C(=O)NCc3ccco3)c2)cc1	-11%	-2%	-4	-3%	-4%	-12%	-10%	-6%	7%
Fc1ccccc1N1CCN(C2CCCN(Cc3ccccc3C(F)(F)F)C2)CC1 (stereo unspecified)	-14%	-1%	2	-5%	-3%	-6%	-16%	14%	-14%
COc1ccc(-c2[nH]ncc2-c2cscn2)c(O)c1	-9%	-4%	4	-7%	0%	-11%	-5%	5%	23%
COc1ccc2[nH]cc(CCNC(=O)c3ccccc3Cl)c2c1	-17%	0%	-2	-1%	-3%	-15%	-7%	41%[activator]	53%
O=C(CN1CCOc2ccccc21)N1CCC(Cc2ccccc2)CC1	-6%	2%	5	·	·	-9%	·	-9%	·
Cn1c(SCC(=O)NCC2CCCO2)nnc1-c1ccc(Cl)cc1 (stereo unspecified)	-2%	-4%	-10	·	20%	-3%	·	?	·
COc1ccc(C)cc1S(=O)(=O)N1CCN(C(=O)c2ncoc2-c2ccc(C)cc2)CC1	-6%	-2%	-5	1%	0%	-6%	-15%	27%	22%
O=C1C2C3C=CC(C3)C2C(=O)N1CCN1CCN(S(=O)(=O)/C=C/c2ccccc2)CC1 (stereo unspecified)	-12%	-4%	-12	2%	-1%	1%	-9%	47%[activator]	2%
CCCCCc1c(C)nc(Nc2ccccc2)[nH]c1=O	-16%	-1%	-1	-5%	15%	-8%	2%	0%	4%
COc1ccc(CCCC(=O)N/N=C/c2ccc(C)cc2)cc1	-20%	-2%	1	-3%	-3%	-6%	?	24%	-1%
Cc1ccc2nc(SCC(=O)c3ccc4c(c3)OCO4)[nH]c2c1	-5%	2%	0	0%	-2%	-3%	?	-8%	4%
CCOc1ccccc1CNC(=O)C1CCN(Cc2cc3ccccc3n2Cc2ccccc2)CC1	-15%	-6%	-7	-5%	·	-6%[60.1 µM]	50%[activator]	17%	8%
CSc1nccc(Oc2cccc(C#N)c2)n1	-5%	-2%	0	3%	1%	-1%	-12%	9%	24%
Cc1cccc(C)c1N1C(=O)C(Cl)=C(N2CCCC2)C1=O	-10%	-3%	-6	-3%	-6%	0%	-17%	-5%	7%
O=C(NC1CCCCC1)c1ccc([N+](=O)[O-])cc1	-17%	-2%	-3	·	·	2%	·	17%	·
O=C(O)CC1Sc2nc3ccccc3n2C1=O (stereo unspecified)	-8%	0%	-8	-1%	?	-10%	-10%	7%	-27%
O=C(Nc1ccncc1)C1CCN(S(=O)(=O)c2cccs2)CC1	-12%	1%	-3	-5%	0%	-9%	-6%	65%[activator]	17%
Cc1noc(C)c1CSCC(=O)N(CC(C)C)c1c(N)n(Cc2ccccc2)c(=O)[nH]c1=O	-21%	-3%	-3	·	15%	-2%	·	28%	·
CCc1ccc(-n2c(=O)c3sc4ccccc4c3n(CC(=O)N(CC)Cc3ccccc3)c2=O)cc1	-12%	-4%	-3	-6%	·	7%	-7%	20%	87%
O=C(CCc1nnc(-c2ccsc2)o1)N1CCCCC1CCn1ccnc1 (stereo unspecified)	-9%	-3%	0	-1%	22%	2%	-5%	32%[activator]	32%
CCCn1nnc(NC(=O)c2ccc3c(c2)OCO3)n1	1%	-5%	-8	-1%	?	-7%	1%	-3%[58.9 µM]	-4%
CCOC(=O)N1CCC(Nc2c(NCCCN(C)Cc3ccccc3)c(=O)c2=O)CC1	-7%	-4%	0	3%	0%	15%	0%	-12%	11%
CSc1ccccc1OCc1cc(C(=O)N2CCN(C)C(c3ccccc3)C2)no1 (stereo unspecified)	-27%	1%	9	·	·	-6%	·	-1%	·
CCC(C)N(C(=O)CSc1nc(-c2ccccc2)cs1)C1CCS(=O)(=O)C1 (stereo unspecified)	0%	0%	-2	0%	3%	-13%	-20%	5%	-1%
CN(Cc1ccccc1)C(=O)COC(=O)/C=C/c1ccc2c(c1)OCO2	-15%	7%	1	·	3%	-17%	·	6%	·
Cc1ccc2oc(C(=O)N(Cc3cccc(F)c3)C3CCS(=O)(=O)C3)c(C)c2c1 (stereo unspecified)	-13%	-3%	-7	-6%	·	6%	6%	-23%	20%
CCOc1ccc(S(=O)(=O)Nc2ccc(C(=O)N/N=C(\C)c3ccc(-n4ccnc4)cc3)cc2)cc1	15%	0%	1	1%	-4%	-11%	-19%	0%	5%
Cc1ccc(N(C(=O)c2ccncc2)C2C=CS(=O)(=O)C2)cc1 (stereo unspecified)	-5%	-1%	-2	1%	16%	-11%	6%	9%	2%
COc1cccc(C2CC(=O)N3CN(C4CCCCC4)CSC3=C2C#N)c1 (stereo unspecified)	-14%	-1%	24	-1%	·	-18%	-13%	?	0%
Cc1ccc(-c2nc3c(cnn3-c3ccccc3)c(=O)o2)cc1	-1%	-1%	-1	-1%	0%	-9%	-4%	28%	-10%
O=C/C(=C\Nc1ccccn1)c1nc2cc(Cl)ccc2o1	?	7%	-6	-6%	0%	-7%	-4%	3%	?
Cc1cc(C)n(-c2ccc(C(=O)OC(C)C)cc2)n1	4%	6%	-4	-1%	0%	-4%	?	-1%	38%

Compound activity from PubChem BioAssay.
